High-throughput results from PubChem BioAssay.
MBD2 inh: blocks human MBD2 binding to methylated DNA; 370,000 compounds, 0.31% hits; TR-FRET, MBD2 binding to methylated oligonucleotide; Q9UBB5; inhibition, % at 4.4 µM; in the data active = inhibition above about 13%
ADAM17 inh: inhibits human ADAM17. recombinant ADAM17, EDANS/DABCYL FRET peptide cleavage. inhibition, % at 6.95 µM. 370,000 compounds, 0.83% hits;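 active = inhibition above the mean of compounds lying between control limits plus 3 SD, set per campaign, cut at about 8.5% in these data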;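 also: 0% = DMSO-only wells as the low control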
PLC-gamma1 inh: inhibitors of human phospholipase C gamma1 | purified PLC-gamma1, fluorogenic substrate, fluorescence | inhibition, % at 12.2 µM | 370,000 compounds, 0.84% hits | AID 720700; in the data active = inhibition above about 9.5%
NR1D1 modulator: Rev-erb alpha (human) modulation; AID 1259318; 370,000 compounds, 0.79% hits; Rev-erbα–FITC-DNA binding, fluorescence polarization, 90 min; P20393; activity, % at 10 µM;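 active = activity above about 14%, limit read from the data; passing the limit was not always enough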;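 also: 0% = DMSO wells with 35 nM protein and 100% = DMSO wells with 750 nM protein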
hcDAF12 agonist: H. contortus DAF-12 activation, primary screen; HEK293 hcDAF-12 lit1-tk-luc reporter, luminescence; 0% DMSO, 100% Δ7-dafachronic acid; activation, % at 6.8 µM; 370,000 compounds, 1.4% hits; AID 652067;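 active = activation above the mean of all tested compounds plus 3 SD, cut at about 5.5% in these data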;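 also: 100% = response to 3 µM Δ7-dafachronic acid high control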
ssDAF-12 act: activators of S. stercoralis DAF-12 nuclear receptor; HEK293 ssDAF-12/GRIP1 lit1-tk-luc reporter, luminescence; % of 3 µM dafachronic acid response; activation, % at 6.8 µM; 370,000 compounds, 1% hits; AID 652126;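 active = activation above the mean over all tested compounds plus 3 SD, cut at about 0.9% in these data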;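 also: 0% = DMSO-only wells and 100% = 3 µM delta7-dafachronic acid wells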
DAX1 inh-1: inhibits human nuclear receptor DAX1; inhibition, % at 6.75 µM; 340,000 compounds, 0.99% hits; P51843; HEK293 Gal4-DAX1 luciferase reporter, luminescence; AID 504766;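 active = inhibition above the mean over all tested compounds plus 3 SD, cut at about 4.2% in these data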;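 also: 0% = DAX1-transfected cells with DMSO and 100% = empty-vector control cells with DMSO; inhibition shows as a rise in luminescence from relieved DAX1 repression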
SMARCA2 act: activators of SMARCA2 function; 370,000 compounds, 1% hits; AID 652017; activation, % at 9.1 µM; MG213 cells, MMTV-luciferase reporter, dexamethasone, overnight; in the data active = activation above about 7.8%;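 also: 0% = vehicle wells and 100% = reference activator wells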
DAX1 inh-2: blocks DAX1 repression of SF-1 activated StAR promoter. HEK293T StAR-luciferase reporter, SF-1/DAX-1 repression relief. inhibition, % at 6.8 µM. 370,000 compounds, 1.1% hits. AID 652010;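 active = inhibition above the mean over all tested compounds plus 3 SD, cut at about 3.6% in these data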;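 also: 0% = DAX-1 cells with DMSO and 100% = cells lacking DAX-1 with DMSO; higher inhibition means more luminescence from relief of DAX-1 repression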
PLCb3 inh: PLC-beta3 (human) inhibition, primary screen. Purified PLC-beta3, fluorogenic substrate, fluorescence. inhibition, % at 12.2 µM. 370,000 compounds, 0.18% hits; in the data active = inhibition above about 11%;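 also: 0% = median of compound wells on plate and 100% = full blocker control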
hgDAF12 agonist: activates the H. glycines DAF-12 receptor ligand-binding domain. HEK293 GAL4-hgDAF12 UAS-luciferase reporter, agonist luminescence; normalized to butyrate control. activation, % at 6.8 µM. 370,000 compounds, 1.8% hits. AID 687014;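 active = activation above a cutoff set at the mean of all screened compounds plus 3 SD, cut at about 10% in these data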;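 also: 0% = DMSO wells and 100% = sodium butyrate wells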
An asterisk follows results filed as active; i = inactive; / = no result given.

compound	MBD2 inh	ADAM17 inh	PLC-gamma1 inh	NR1D1 modulator	hcDAF12 agonist	ssDAF-12 act	DAX1 inh-1	SMARCA2 act	DAX1 inh-2	PLCb3 inh	hgDAF12 agonist
Cc1nn(C(=O)c2ccco2)c(C)c1CN1C(=O)c2ccccc2C1=O	1	-5	0	0	0.1	-1.4	-0.1	0	0.2	-4	0.8
CCOc1ccc(CN2CCC(n3nccc3NC(=O)CCCc3ccccc3)CC2)cc1	-6	-3	-1	-2	-2.0	-1.3	-0.3	-3	-0.7	-8	0.1
CC[C@@H](C)[C@H](NC(=O)OCc1ccccc1)c1nnc([C@@H](NC(=O)OCc2ccccc2)[C@@H](C)CC)o1	3	-1	-3	0	-2.5	-1.2	2.2	1	-0.2	-2	0.4
Cc1ccc(C(=O)CCNc2ccc(F)c(Cl)c2)o1	-4	-3	0	-1	-0.3	-0.5	-0.7	-1	-0.3	1	3.1
C=CCNc1nc(Cl)nc(Nc2cc(Cl)ccc2OC)n1	6	-3	1	11	-2.0	-0.9	-0.4	0	0.2	-6	-3.8
CCC1CCCCN1CCCNC(=O)C1CCN(S(=O)(=O)N2CCC3(CC2)OCCO3)CC1 (centres undefined)	0	-4	3	-5	-1.6	-0.6	0.6	1	0.9	1	-2.5
CCOc1cc2[nH]c(=S)n(Cc3ccc(C(=O)NCC(OC)OC)cc3)c(=O)c2cc1OCC	-1	-6	0	11	-1.9	-1.5	1.0	0	-0.3	-3	0.5
CCc1ccc(C(C)NC(=O)C2CCCC2)cc1 (centres undefined)	0	-1	0	-2	-1.3	-1.3	-1.4	-2	0.1	-2	0.8
CC(NC(=O)COC(=O)CN1C(=O)NC2(CCCC2)C1=O)c1ccc(F)cc1 (centres undefined)	-1	-3	-6	-3	0.4	-1.0	1.1	3	2.2	-5	1.3
Nc1nnc(SCC(=O)OCc2ccc(Cl)c(Cl)c2)s1	-2	5	11*	0	-0.1	-1.4	-1.3	-5	-0.5	2	1.8
COc1ccc2[nH]c3c(=O)n4c(nc3c2c1)SCC4	1	-225	-108	-5	-2.3	-1.4	-0.8	-6	-0.2	-129	-1.4
Cc1ccc(NC(=O)c2nc[nH]c2C(=O)N2CCOCC2)c(C(=O)c2ccccc2)c1	-1	-3	2	5	0.1	-1.7	-0.8	3	-0.3	-5	0.4
COCCn1c(SCC(=O)Nc2cccc(OC)c2)nnc1-c1ccccc1	-2	3	1	-1	-1.4	-0.8	0.5	-3	0.7	4	0.4
O=C(CNS(=O)(=O)c1cccc(Cl)c1)Nc1ccc(-c2nc3ccccc3s2)cc1	2	-150	-60	-5	2.8	0.0	1.7	-1	2.5	-72	11*
CC(C)N(Cc1nc(-c2ccccc2)no1)C(=O)c1ccc([N+](=O)[O-])cc1	-1	1	0	-3	-2.0	-1.5	1.8	2	0.2	3	-2.0
Cn1cc(CN2CCC(n3nccc3NC(=O)c3ccccc3Cl)CC2)c2ccccc21	-6	1	-2	-5	-0.4	-1.5	-0.2	-1	0.3	-5	2.8
Cc1ccccc1OCCNC(=O)CSc1ccc(C(F)(F)F)cc1[N+](=O)[O-]	6	7	0	6	-2.3	-0.4	2.5	-3	1.4	-2	-1.1
O=C(O)CSc1nnc(Cc2ccccc2)n1-c1ccccc1	7	-8	-2	-6	-1.4	-1.3	1.0	-2	-0.5	1	5.4
COc1ccc(NC(=O)/C=C/C(=O)O)c([N+](=O)[O-])c1	-19	0	1	11	0.2	-0.1	2.6	-1	-0.3	-1	0.1
CCOc1ccc(-c2[nH]ncc2-c2ccc(Cl)cc2)c(O)c1	4	9.9*	0	7	-2.9	-1.4	0.5	-1	-0.1	-2	-0.4
COc1ccc(NC(=O)CN2CCN(C(C)=O)CC2)cc1S(=O)(=O)N1CCOCC1	2	-2	-2	5	0.1	-0.5	0.9	-3	0.5	-4	1.5
CCCCC(c1nnnn1CCOC)N1CCN(CC)CC1 (centres undefined)	3	-1	0	2	0.0	-0.5	0.7	-5	-0.2	2	-1.6
COc1ccc(OC)c(-n2c(-c3cc(-c4ccccc4)n[nH]3)n[nH]c2=S)c1	5	1	2	0	-2.9	-1.4	1.4	-3	0.7	0	-1.9
O=c1cc(-c2ccccc2)[nH]c2cc(F)ccc12	-8	-1	-1	3	-0.5	-0.7	0.9	3	-0.5	2	-0.3
Cc1cnn(C(=O)c2cc(-c3ccccc3)nc3ccccc23)c1	-2	-1	5	-3	-1.8	-1.6	0.9	0	-0.1	2	1.6

3 compounds from above, ordered by the number in DAX1 inh-1, highest first:
SMILES | MBD2 inh | ADAM17 inh | PLC-gamma1 inh | NR1D1 modulator | hcDAF12 agonist | ssDAF-12 act | DAX1 inh-1 | SMARCA2 act | DAX1 inh-2 | PLCb3 inh
COc1ccc(OC)c(-n2c(-c3cc(-c4ccccc4)n[nH]3)n[nH]c2=S)c1 | 5 | 1 | 2 | 0 | -2.9 | -1.4 | 1.4 | -3 | 0.7 | 0
COCCn1c(SCC(=O)Nc2cccc(OC)c2)nnc1-c1ccccc1 | -2 | 3 | 1 | -1 | -1.4 | -0.8 | 0.5 | -3 | 0.7 | 4
Cc1nn(C(=O)c2ccco2)c(C)c1CN1C(=O)c2ccccc2C1=O | 1 | -5 | 0 | 0 | 0.1 | -1.4 | -0.1 | 0 | 0.2 | -4

Carrying on:
compound	MBD2 inh	ADAM17 inh	PLC-gamma1 inh	NR1D1 modulator	hcDAF12 agonist	ssDAF-12 act	DAX1 inh-1	SMARCA2 act	DAX1 inh-2	PLCb3 inh	hgDAF12 agonist
COc1ccccc1CNC(=O)COC(=O)COc1ccccc1F	1	-1	-2	-1	1.2	-1.1	-0.2	-1	0.2	-6	-0.1
CCNC(=S)Nc1ccc2c(c1)oc1ccccc12	1	-2	4	1	1.2	-0.5	3.9	6	0.6	7	8.0
O=C(Nc1cccn(Cc2ccccc2)c1=O)NC1CCCCC1	-8	-39	-11	4	-2.6	-1.3	-0.2	-2	-0.9	-8	-0.9
O=C(c1ccco1)N1CCN(c2ccc(Cl)c(Cl)c2)CC1	-4	6	5	-5	-1.6	-0.9	0.3	-2	0.8	1	1.9
COc1cccc(C(=O)Nc2ccc(NC(C)=O)cn2)c1	-6	1	2	-6	2.3	-0.6	1.7	3	1.0	4	5.0
O=C1NCCN1CCNS(=O)(=O)c1ccc(F)c(Cl)c1	-4	-3	0	-5	-1.0	-0.9	0.0	-2	0.3	0	-0.7
O=C(Cc1ccc([N+](=O)[O-])cc1)N/N=C/c1cccnc1	0	-2	1	4	-0.4	-1.0	-0.8	-5	0.1	-5	-1.6
CCC1=[N+](CC(=O)c2ccc(Br)cc2)CCn2c(C)ccc21	-2	-14	-63	-7	2.5	-1.3	0.7	4	0.9	-101	2.5
C=C(C)C(=O)N1CC2(CC(c3cccc(NC(=O)CCCCC)c3)=NO2)C[C@H]1C(N)=O (some centres undefined)	2	-1	-1	-9	0.6	-0.9	-0.2	2	0.5	2	4.2
Cc1ccc(CNC(=O)C2CCCN(c3nc(C)cc(C)n3)C2)cc1 (centres undefined)	4	-3	0	-5	-0.8	-1.8	1.3	-3	0.6	-7	-1.7
CCCOc1ccc(-c2nnn(CC(=O)c3ccc4c(c3)OCCO4)n2)cc1	5	-5	-1	4	-3.0	-0.5	-0.5	0	-0.6	-2	2.2
CCOC(=O)/C=C1/SCC(=O)N1CCOc1cccc(Br)c1	-4	-2	-2	24*	1.8	-1.6	-0.3	-2	-1.8	2	-0.3
N#Cc1ccc(C(c2nnnn2Cc2ccccc2)N2CCCC2)cc1 (centres undefined)	-7	-1	-2	-1	-2.0	-0.6	-0.5	5	-0.6	1	0.3
CCOc1cc2[nH]c(=S)n(CCCN3CCN(C)CC3)c(=O)c2cc1OCC	-3	-1	1	1	-0.8	-1.1	2.9	3	0.1	-4	-1.1
C=C(C)CN(CC)C(=O)c1ccc(OC2CCN(S(=O)(=O)N(C)C)CC2)cc1	-1	-1	-1	2	-0.7	-0.9	-1.0	0	-0.9	3	-0.5
Cc1ccc(-c2nnc(NC(=O)c3ccco3)o2)c(C)c1	0	-3	-3	-3	-0.5	-0.4	-1.2	2	0.3	-7	5.7
O=C(OCC(=O)c1ccccc1Cl)C1=NN(c2ccccc2)C(=O)CC1	4	-6	7	0	-1.1	-0.3	0.2	3	1.1	-4	-1.0
CCOC(=O)C1C(c2ccc([N+](=O)[O-])cc2)C2C(=O)NN=C2CC1(C)O (centres undefined)	-2	2	5	6	-0.7	-1.4	/	-4	0.2	1	1.3
COC(=O)c1c(N)n(CCCN2CCOCC2)c2nc3ccccc3nc12	-6	i	i	/	-2.0	-1.0	1.8	5	-0.6	i	-1.1
Cc1ccc(S(=O)(=O)NCCC(=O)OCC(=O)Nc2cccc(S(=O)(=O)NC3=NCCCCC3)c2)cc1	0	1	-2	-3	-1.6	-1.6	-0.1	-1	0.7	-3	-1.6
Cc1cc(C)cc(N(CC(=O)NC2CCC(C)CC2)S(=O)(=O)c2cccs2)c1 (centres undefined)	-1	3	-5	-6	-0.5	-0.9	/	-3	0.5	-2	6.2
COc1ccc(N2CCN(c3ccc(S(=O)(=O)N(C(C)C)C(C)C)cn3)CC2)cc1	-5	3	3	3	-0.4	-0.7	-0.3	-4	0.0	-3	-1.6

Limited to PLCb3 inh and hgDAF12 agonist, for some of the entries so far:
Compound | PLCb3 inh | hgDAF12 agonist
N#Cc1ccc(C(c2nnnn2Cc2ccccc2)N2CCCC2)cc1 (centres undefined) | 1 | 0.3
CCOc1cc2[nH]c(=S)n(CCCN3CCN(C)CC3)c(=O)c2cc1OCC | -4 | -1.1
C=C(C)CN(CC)C(=O)c1ccc(OC2CCN(S(=O)(=O)N(C)C)CC2)cc1 | 3 | -0.5
